PV pol inh – poliovirus RNA polymerase inhibition; 0.66% of 150,000 active; % elongation, % (compound at 16.7 µg/mL); poliovirus polymerase elongation, fluorescence polarization; stronger effect = lower value; P03300; in the data active means % elongation below about 90%; further: some results filed as inactive read as strong as hits
Target sequence (P03300 1749-2209 limits assumed): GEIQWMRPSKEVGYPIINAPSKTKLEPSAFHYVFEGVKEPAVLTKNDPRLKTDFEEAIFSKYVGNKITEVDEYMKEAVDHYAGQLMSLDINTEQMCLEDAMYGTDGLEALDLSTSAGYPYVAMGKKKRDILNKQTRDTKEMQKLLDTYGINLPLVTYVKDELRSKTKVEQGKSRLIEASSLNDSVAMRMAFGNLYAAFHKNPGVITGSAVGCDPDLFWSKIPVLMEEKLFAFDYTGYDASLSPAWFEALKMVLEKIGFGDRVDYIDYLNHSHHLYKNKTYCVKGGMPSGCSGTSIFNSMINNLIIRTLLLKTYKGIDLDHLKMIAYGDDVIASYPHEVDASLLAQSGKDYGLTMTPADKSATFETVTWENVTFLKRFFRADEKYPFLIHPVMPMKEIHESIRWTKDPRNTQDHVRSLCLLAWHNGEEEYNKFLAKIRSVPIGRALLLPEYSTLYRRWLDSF
PV pol inh FP z-score – further read-out of PV pol inh, marked with its call; z-score; measured here: FP z-score; hits read low
Active calls of the source: *. Not all compounds are listed; the hit share may differ from the screen's.

SMILES	PV pol inh	PV pol inh FP z-score
COc1cc2c(O)c3c(c(-c4ccc5c(c4)OCO5)c2cc1OC)C(=O)OC3	103	0.7
C#Cc1cccc(N2C(=O)CC(CC=C)C2=O)c1 (configuration not stated)	101	-0.3
O=C(CCC(=O)c1ccc(Cl)cc1)OC1CCCCC1=O (configuration not stated)	66*	-5.3*
CC1CC(C)CN(S(=O)(=O)c2ccc(C(=O)NCc3ccccn3)cc2)C1 (configuration not stated)	107	0.5
Cc1cc(C)c2c(=O)cc(C(=O)Nc3sc4c(c3C#N)CCCC4)oc2c1	102	-1.1
N=Nc1c(O)n(CC(=O)Nc2ccccc2)c2ccccc12	102	-0.1
CNC(=S)N/N=C/c1ccc(C(C)C)cc1	100	0
O=C(Cc1cccs1)Nc1nnc(C2CC2)s1	101	-0.1
Cc1ccc(NC(=O)C/C(N)=N/OCc2ccc(C#N)cc2)cc1	106	0.5
CCOc1ccc(-n2c(C)nc3c(cnn3-c3ccc(C)cc3)c2=O)cc1	111	0.5
CN(C(=O)Nc1ccccc1)C12CC3CC(CC(C3)C1)C2	102	0.1
Cc1c(C(=O)O)oc2ccc(S(=O)(=O)NCCC(C)C)cc12	100	-0.8
Cc1cc(C(=O)OCC(=O)NC2CCCC(C)C2C)c(C)o1 (configuration not stated)	97	-2
CCCCOc1ccc(CNC(=O)CCCN2C(=O)CSc3c2c(C)nn3-c2ccccc2)cc1	104	-0.4
Cc1ccc(C)c(NC(=O)N2CCC(N3CCN(Cc4ccc(F)cc4)C(=O)C3=O)CC2)c1	106	-0.1
CCOC(=O)C(C#N)C(c1cccnc1)c1[nH]c(C)nc1O (configuration not stated)	104	0.3
CC1(C)NCCNC1=O	101	-0.2
N#Cc1ccc(NC(=O)COCc2cc(-c3ccco3)on2)cc1	105	-0.6
OCc1cnc(SCc2ccc(F)cc2)n1Cc1ccc(F)cc1	101	-1
O=C(CC1C(=O)N(c2ccccc2)C(=O)N1Cc1ccco1)Nc1ccccc1 (configuration not stated)	103	0.4
CCN1CCN(C(C)C(=O)NCc2ccc(OC)cc2)CC1 (configuration not stated)	100	-0.5
C=CCN=C(SC)N1CCN(C(=NCC=C)SC)CC1	104	0.1
COCc1[nH]nc2c1C(c1ccccc1C(F)(F)F)C(C#N)=C(N)O2 (configuration not stated)	103	0.4
CCC(C(=O)OC)n1nnc2sc(-c3ccccc3)cc2c1=O (configuration not stated)	119	2
Cc1ccc(Cn2c(=N)n(CC(=O)c3ccccc3)c3ccccc32)cc1	103	0.4
COc1ccc(CN2CCN(S(=O)(=O)c3ccc(NC(C)=O)cc3)CC2)c(OC)c1OC	101	-0.6
CC1CCCCN1C(=O)C1COc2ccccc2O1 (configuration not stated)	101	-0.1
O=C1C2CCCCC2=NN1c1ccccc1 (configuration not stated)	101	-0.3
CSc1sc2ccccc2[n+]1C	104	0.3
COc1ccc(CCN2C(=O)c3oc4cc(C)cc(C)c4c(=O)c3C2c2ccccc2F)cc1OC (configuration not stated)	105	-0.9
CN(C)/C=N/C(=S)NC1CC2C=CC1C2 (configuration not stated)	101	-0.4
Cc1cccc(NC(=O)Cn2c(O)c(N=N)c3ccccc32)c1	103	0.2
Cc1ccc(-n2c(=O)c3sccc3n(CC(=O)NCC3CCCO3)c2=O)cc1F (configuration not stated)	102	0.2
COc1ccc(/C=C/C(=O)CC(=O)c2ccccc2O)cc1	106	1.2
O=C(COC(=O)c1cnc(Cl)c(Cl)c1)NC1CC1	104	0.7
CCOC(=O)CSc1nc2ccccc2n1C(=O)Nc1cccc(Cl)c1	109	1
O=S(=O)(c1ccc(-c2cnco2)cc1)N(Cc1ccccn1)Cc1ccccn1	98	-1.4
N#Cc1nc(/C=C/c2ccc(F)cc2)oc1N1CCCCC1	107	-0.3
CCN(Cc1ccccc1)C(=O)CS(=O)(=O)c1ccccc1	98	-1.3
Cc1ccc(NC(=O)CCc2c(C)nc3c4c(C)cc(C)nc4nn3c2C)cc1	101	-0.8
Cn1nc(C(=O)NCCSc2n[nH]c(=O)[nH]c2=O)c2ccccc2c1=O	105	0.2
Cc1cc(=O)[nH]c2nnc(SCC(=O)Nc3ccc(F)cc3F)n12	112	0.9
CC(Nc1ccccc1)C(=O)Nc1ccc(F)cc1 (configuration not stated)	102	-0.2
Cc1nc2nncn2c(NCCC(C)C)c1C	102	-0.2
CCOc1ccc(NC(=O)CSc2nnc(CC)c(CC)n2)cc1	106	-0.1
Cc1ccc2oc(C(=O)N(Cc3ccc(N(C)C)cc3)CC3CCCO3)c(C)c2c1 (configuration not stated)	111	0.6
Cc1cc(C)cc(NS(=O)(=O)c2ccc3[nH]cc(C(=O)N4CCCCCC4)c(=O)c3c2)c1	107	-0.7
C=C1N(Cc2ccccc2)C(=O)OC1(C)C	103	0.1
COc1ccc(C2N(C(C)=O)CCCN2S(=O)(=O)c2ccc(C)cc2)cc1 (configuration not stated)	102	0.4
Cc1sc2nc[nH]c(=S)c2c1-c1ccccc1	101	-0.2
CCOC(=O)c1c(C)oc2nc(C)nc(NCc3cccc(Cl)c3)c12	106	-0.1
O=C(O)c1ccc(-c2nc3ccccc3s2)cc1	101	0
CC(=O)N1CCc2c(sc3c2c(=O)n(-c2ccccc2)c(=O)n3CC(=O)Nc2ccccc2)C1	104	-0.5
O=c1cc(-c2ccccc2)c2cc(Cl)c3c(c2o1)CN(Cc1ccccc1)CO3	105	-0.4
O=C(c1cnn(-c2ccccc2)c1-n1cccc1)N1CCC2(CC1)OCCO2	103	-0.2
COc1ccc(C(=O)NCc2ccc(-c3nc4ncccc4o3)cc2)c(OC)c1	89	-4.2

Next records:
SMILES	PV pol inh	PV pol inh FP z-score
CCOC(=O)N1CCc2c(sc3c2c(=O)n(CCc2ccccc2)c(=O)n3Cc2ccc(C)cc2C)C1	104	-0.1
O=C(NNc1ncnc2ccccc12)c1ccc(Br)cc1	101	-0.4
CCN(CC)C(=O)CSc1ccc(S(=O)(=O)N2CCN(C)CC2)cn1	103	0
O=C(c1ccccc1)n1ccc2ccccc21	104	0.1
CN1CCCN(C(=O)Cc2cccs2)CC1	101	-0.5
CCOc1ccccc1N1CC(c2nc3ccccc3n2CCCOc2ccccc2)CC1=O (configuration not stated)	113	1.2
Cc1cc(N2CCOCC2)nc2ccc(NC(=S)N3CC(C)CC(C)C3)cc12 (configuration not stated)	102	0
O=C(O)CCn1nc(Nc2ccccc2)n(-c2ccccc2)c1=S	105	0.2
Cc1ccccc1OCC(=O)N(Cc1nnc(-c2ccc(Cl)cc2)o1)C(C)C	103	0.1
O=C(CCC(=O)N(Cc1ccccc1)Cc1ccccc1)Nc1ccc(F)cc1	101	0.1
COc1ccc(NC(=O)CSc2c(C(C)C)cnc3c2c(=O)n(C)c(=O)n3C)c(OC)c1	106	-0.4
CC1(C)CC2=[N+]([O-])CN(O)C2C(C)(C)N1O (configuration not stated)	101	0.2
Cc1ccc(-c2nc(S(=O)(=O)c3ccc(F)cc3)c(N3CCN(c4ccccc4)CC3)o2)cc1	108	0.3
CN(C)c1c(F)cc(C(=O)NC(=O)NCc2cccnc2)cc1F	102	-0.1
COc1ccc(CN(C(=O)c2cc(=O)c3ccccc3o2)C2CCS(=O)(=O)C2)cc1OC (configuration not stated)	120	2.5
CCSCC1COC(c2cn(CC)c3ccccc23)=N1 (configuration not stated)	102	0.5
Cc1cc2n(n1)CCCN2CC(=O)N1CCc2ccccc21	102	0.6
CCCCC1=NC2(CCCC2)C(=O)N1Cc1ccc(-c2ccccc2-c2nn[nH]n2)cc1	100	0.1
N#CC(C#N)=C(C#N)c1ccc(Nc2ccccc2)cc1	100	-0.2
O=c1c2ccccc2c2nc3c(=O)c4ccccc4c3nc12	95	-1.3
CC(=O)NN1C(=O)/C(=C2\C(=O)N(C)c3ccccc32)SC1=S	101	-0.5
Cc1ccc(NC(=O)CN2C(=O)C(C)(C)Oc3ccc(C(=O)N4CCCC4)cc32)cc1	102	0.1
O=S(=O)(NCc1ccccc1)c1ccc(Cl)cc1	104	0.1
O=C(/C=c1/[nH]c(=O)/c(=C/c2cccc(C(F)(F)F)c2)s1)c1ccco1	115	2.4
COc1ccccc1Cn1c(CNS(=O)(=O)c2ccc(CC(C)C)cc2)nc2cccnc21	110	0.5
O=C(c1c[nH]c2ccc(S(=O)(=O)Nc3ccccc3F)cc2c1=O)N1CCOCC1	104	0.9
CSc1ccc(C(=O)CCC(=O)OCc2ncc(-c3ccccc3)o2)cc1	105	0.3
O=C1NCCCC1C(=O)Nc1ccccc1C(F)(F)F (configuration not stated)	99	-0.3
CCC1Oc2ccc(C)cc2N(Cc2ccc(F)cc2)C1=O (configuration not stated)	98	-1
COC(=O)c1cc(S(=O)(=O)NCCCN2CCN(Cc3ccccc3)CC2)cn1C	99	-0.7
O=C(O)CCCN=CC1=C(O)CCCC1=O	106	0.8
Cc1ccccc1CN1C(=O)C(O)(CC(=O)c2ccccc2)c2cc(Cl)ccc21 (configuration not stated)	106	0.2

Ordered by formula weight (low to high): part of the list above
SMILES	PV pol inh	PV pol inh FP z-score
O=C(O)CCCN=CC1=C(O)CCCC1=O	106	0.8
O=C1NCCCC1C(=O)Nc1ccccc1C(F)(F)F (configuration not stated)	99	-0.3
CSc1ccc(C(=O)CCC(=O)OCc2ncc(-c3ccccc3)o2)cc1	105	0.3
Cc1ccccc1CN1C(=O)C(O)(CC(=O)c2ccccc2)c2cc(Cl)ccc21 (configuration not stated)	106	0.2
COC(=O)c1cc(S(=O)(=O)NCCCN2CCN(Cc3ccccc3)CC2)cn1C	99	-0.7

Following part:
SMILES	PV pol inh	PV pol inh FP z-score
c1cncc(-c2noc(-c3cc(-c4ccco4)n[nH]3)n2)c1	98	-1
CCOc1ccc(CCNC(=O)c2ccc(CS(=O)(=O)c3ccccc3C)o2)cc1OCC	100	-0.7
CC(=O)Oc1ccc(-c2ccc(C(=O)O)cc2)cc1Cl	100	-0.1
O=c1cc(CSc2nc3ccccc3o2)occ1O	106	0.4
CSCCC(C(=O)N1CCN(S(=O)(=O)c2ccccc2C#N)CC1)N1C(=O)c2ccccc2C1=O (configuration not stated)	104	0.2
CCOC(=O)C1CCCN(S(=O)(=O)c2ccc3[nH]c(=O)oc3c2)C1 (configuration not stated)	105	0.2
CCc1nnc2c(NCCc3ccc(OC)c(OC)c3)nc3ccccc3n12	105	0
Cc1ccc(-c2cc(C(=O)Oc3ccccc3)c3cc(C)ccc3n2)cc1	107	0.8

4 entries from above in another layout.
smiles: CSCCC(C(=O)N1CCN(S(=O)(=O)c2ccccc2C#N)CC1)N1C(=O)c2ccccc2C1=O (configuration not stated)
  PV pol inh = 104	PV pol inh FP z-score = 0.2

smiles: CCOC(=O)C1CCCN(S(=O)(=O)c2ccc3[nH]c(=O)oc3c2)C1 (configuration not stated)
  PV pol inh = 105	PV pol inh FP z-score = 0.2

smiles: CCc1nnc2c(NCCc3ccc(OC)c(OC)c3)nc3ccccc3n12
  PV pol inh = 105	PV pol inh FP z-score = 0

smiles: Cc1ccc(-c2cc(C(=O)Oc3ccccc3)c3cc(C)ccc3n2)cc1
  PV pol inh = 107	PV pol inh FP z-score = 0.8

(continued)
SMILES	PV pol inh	PV pol inh FP z-score
CCOc1ccc(NC(=O)c2c(C)oc3nc(C)nc(N4CCOCC4)c23)cc1	107	0
CCOc1ccc(NC(=O)c2cc(C)nc3c2c(C)nn3-c2cccc(F)c2)cc1	111	0.6
COc1ccccc1N1CCN(C(=O)c2ccc3[nH]c4c(c3c2)CCCC4)CC1	105	0.4
Cc1nn2cc(-c3ccc(N)cc3)nc2s1	113	1.2
COC(=O)C(Cc1ccccc1)NC(=O)c1cccc(S(=O)(=O)N(C)C)c1 (configuration not stated)	103	0.1
OCc1ccc2ccccc2n1	106	0.7
COc1ccc(NC(=O)CNc2cccc(Oc3ccccc3)c2)cc1	103	0.8
O=S(=O)(Cc1ccccc1)Nc1cccnc1	100	-0.8
COC(=O)c1ccc(C(=O)OC)c(NC(=O)N2CC3CCCN3c3ccccc32)c1 (configuration not stated)	112	1.3
CC(Sc1n[nH]c(N)n1)C(=O)Nc1ccccc1 (configuration not stated)	104	0.3
CCc1nn(CC(=O)NCCN(CC(C)C)CC(C)C)c(=O)c2cc3sc(C)cc3n12	101	-1.6
CCCn1c(=S)[nH]c2sc3c(c2c1=O)CCCC3	100	0
CCN(CC)C(=O)c1sc2c(c1C)c(=O)n(-c1ccc(OC)cc1OC)c(=O)n2CC(=O)c1ccc(Cl)cc1	112	1.4
CC(NC1=NCCS1)c1ccccc1 (configuration not stated)	99	-0.9
COc1cccc2c1cc1c(=O)n(CC(=O)N3CCC(C)CC3)nc(C)n12	102	-1.5
Cc1cc(=O)oc2cc(OCC(=O)N3CCOCC3)ccc12	104	0.7
Cc1cc(Cl)ccc1NS(=O)(=O)c1ccc2c(c1)CCN2S(C)(=O)=O	109	0.4
S=c1nn[nH]n1C1CC2CC1C1C=CCC21 (configuration not stated)	97	-0.8
COCCCn1c(=N)c(C(=O)NCC2CCCO2)cc2c(=O)n3cc(C)ccc3nc21 (configuration not stated)	116	0.8
CCn1c(=O)n(Cc2ccc3c(c2)OCO3)c(=O)c2oc3ccccc3c21	103	0.4
Cc1ccccc1OCCn1c(CCCNC(=O)C2CCCCC2)nc2ccccc21	105	1.2
CCCn1cc(S(=O)(=O)c2ccc(OC)cc2)c(=O)c2cc(F)c(N3CCCCCC3)cc21	108	0.2
Cc1c2cnn(-c3ccccc3)c(=O)c2c(C)n1C(C)C(=O)Nc1ccccc1C(F)(F)F (configuration not stated)	111	0.9
Cc1ccc(C(=O)COc2ccccc2O)cc1	102	-0.3
COc1ccccc1Nc1nc(-c2ccccc2)c2cc(Cl)ccc2n1	99	-0.9

From PubChem BioAssay
